PvdQ acylase: blocks Pseudomonas aeruginosa PvdQ acylase activity; purified PvdQ acylase, fluorescence plate reader; inhibition, % at 10 µM; 340,000 compounds, 0.063% hits; AID 488965; in the data active = inhibition above about 30%, passing the limit was not always enough;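 also: 0% = vehicle neutral wells and 100% = reference inhibitor wells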
SR-BI DiI-HDL act: enhances SR-BI lipid uptake from DiI-HDL | CHO ldlA[mSR-BI] cells, DiI-HDL uptake fluorescence, 3 h; 100 = double the neutral-control signal | activation, % at 12.5 µM | 320,000 compounds, 0.096% hits | AID 504775;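 active = mean replicate activation of at least 60% and every replicate at or above 60%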;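 also: 0% = median plate neutral-control signal and 100% = twice that signal; values of inactives mirror those of a sister screen read the other way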
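System: CHO ldlA[mSR-BI] cells / Medium: HEPES-buffered (25 mM, pH 7.4) F12 plus 0.5% BSA / Probe or stimulus: labelled HDL, 10 µg/mL / Doses: single compound concentration, delivered by pin transfer / Schedule: 3 h, 37 °C / Measured by: DiI fluorescence, bottom read / Measure: cell-associated DiI fluorescence as measure of HDL uptake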
HTR5A ag ctr: counter-screen for OPRM1-OPRD1 agonists: human HTR5A agonism. P47898. HTR5A agonist assay, luminescence, cell-based. activation, % at 9.3 µM. 340,000 compounds, 0.61% hits; in the data active = activation mostly above about 9.5%, no sharp cut-off; inactive = mostly below about 7.6%;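 also: 0% = cells with vehicle only and 100% = reference agonist; strong numbers were not always called active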
MITF act: MITF TRPM1 promoter activation in melanoma cells; 300,000 compounds, 0.75% hits; SK-MEL-5 TRPM1-promoter luciferase, 24 h; % of positive control, neutral wells = 0; activation, % at 12.5 µM; AID 588334;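 active = mean activation of at least 80% with every replicate also reaching 80%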;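 also: 0% = neutral control wells and 100% = parthenolide positive control wells; values of inactives mirror those of a sister screen read the other way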
Wnt act: activators of Wnt/beta-catenin signaling; Wnt/beta-catenin reporter cell assay, activator, plate reader; activation, % at 9.35 µM; 300,000 compounds, 1.2% hits; in the data active = activation above about 30%, passing the limit was not always enough;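 also: 0% = neutral control wells and 100% = positive control wells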
Rtt109 Vps75: C. albicans Rtt109 histone acetyltransferase inhibition | inhibition, % at 34.9 µM | 330,000 compounds, 0.16% hits | purified Rtt109/Vps75, ThioGlo CoA-SH fluorescence, 4 h;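 active = inhibition of at least 50% in every replicate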
CDK5 p35 inh: CDK5/p35 (human) kinase inhibition. 330,000 compounds, 0.01% hits. Q00535+Q15078. AID 488839. inhibition, % at 10 µM. Recombinant CDK5/p35, ADP-Glo luminescence, 60 min;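 active = highest replicate inhibition of at least 50% and at least 75% of replicates reaching 50%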;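 also: plate controls were DMSO neutral control for no effect and GW8510 at 10 µM for full effect; many of its hits are not listed in these tables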
Target sequence (Q00535 whole entry, looked up): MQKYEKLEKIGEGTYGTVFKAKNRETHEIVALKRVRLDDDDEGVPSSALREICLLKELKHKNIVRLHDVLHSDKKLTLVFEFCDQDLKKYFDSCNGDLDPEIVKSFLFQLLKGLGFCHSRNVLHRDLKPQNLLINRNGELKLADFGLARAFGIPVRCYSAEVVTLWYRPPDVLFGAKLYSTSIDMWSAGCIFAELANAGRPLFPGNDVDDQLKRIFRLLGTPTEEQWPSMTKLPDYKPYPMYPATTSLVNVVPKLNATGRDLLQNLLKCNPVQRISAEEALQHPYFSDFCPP
Target sequence (Q15078 whole entry, looked up): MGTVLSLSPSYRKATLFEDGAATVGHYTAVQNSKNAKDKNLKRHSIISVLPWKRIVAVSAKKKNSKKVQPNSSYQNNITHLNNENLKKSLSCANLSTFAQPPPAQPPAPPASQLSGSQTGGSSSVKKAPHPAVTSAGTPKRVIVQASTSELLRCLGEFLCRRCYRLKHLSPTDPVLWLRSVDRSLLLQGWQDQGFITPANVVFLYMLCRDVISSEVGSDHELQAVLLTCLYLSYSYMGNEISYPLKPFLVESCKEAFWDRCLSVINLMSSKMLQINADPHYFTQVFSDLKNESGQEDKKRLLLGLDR
dFosB act: mouse delta FosB homodimer activation; P13346; purified delta FosB, TAMRA-CDK5 oligo fluorescence polarization; percent of positive-control signal above neutral wells; activation, % at 25 µM; 340,000 compounds, 0.99% hits; AID 493131;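 active = mean activation above about 17%, with every replicate also reaching it, limit read from the data, passing the limit was not always enough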;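 also: fluorescence polarization rise as delta FosB binds a TAMRA Cdk5 AP-1 oligo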
SR-BI HDL uptake: inhibitors of mouse SR-BI mediated HDL lipid uptake | 320,000 compounds, 0.96% hits | inhibition, % at 12.5 µM | ldlA[mSR-BI] CHO cells, DiI-HDL uptake fluorescence, 3 h | Q61009;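 active = mean replicate inhibition of at least 70% and a set share of replicates each scoring 70 or more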;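 also: 0% = median of neutral control wells and 100% = median of positive control wells; values of inactives mirror those of a sister screen read the other way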
RTF Ca sens act: cardiac RTF calcium sensitization; P19429+P45379; IANBD-labeled TnC RTF fluorescence at EC20 calcium; 0% EC20 calcium, 100% full calcium; activation, % at 7.2 µM; 340,000 compounds, 0.24% hits;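 active = activation above the mean over all tested compounds plus 3 SD, cut at about 30% in these data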;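 also: rise in fluorescence read as greater calcium sensitivity of cardiac thin filaments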
* = called active by the depositor; · = no result given.

SMILES	PvdQ acylase	SR-BI DiI-HDL act	HTR5A ag ctr	MITF act	Wnt act	Rtt109 Vps75	CDK5 p35 inh	dFosB act	SR-BI HDL uptake	RTF Ca sens act
O=C(C1=C[C@@H](c2coc3ccccc3c2=O)C[C@@H](OCCCCO)O1)N1CCN(Cc2ccc3c(c2)OCO3)CC1	1	9	-2	2	-3	10	-0.1	5	-9	2
CCC(COC)Oc1cc(NCc2ccccc2)c2ncn(C(C)C)c2c1 (stereo not given)	-12	-4	5	-5	-17	9	-4.9	-2	4	10
Cc1cccnc1NC(=O)CNC(=O)c1cccs1	-17	2	2	-6	0	-9	1.5	-2	-2	7
CCOc1ccccc1N(CC(=O)NC1CCCCC1)S(=O)(=O)c1ccc(C)cc1	-2	·	0	-7	-3	-1	-0.8	-20	·	1
CCc1cccc(CC)c1NC(=O)COC(=O)CC1c2ccccc2CCN1S(=O)(=O)c1ccccc1 (stereo not given)	-9	-6	-3	5	-1	11	-0.8	3	6	3
COc1ccc2c(c1)N(S(=O)(=O)c1ccccc1)CCC2=O	-11	25	1	3	·	-21	-2.0	1	-25	8
COc1cccc(/C=N/Nc2ncnc3scc(-c4ccccc4)c23)c1OC	-13	-59	-4	4	-2	11	-4.1	-48	59	2
O=C(COC(=O)/C=C/c1ccc(Cl)cc1)NC1CCCCCC1	-16	17	8	-3	-9	-2	-0.9	4	-17	2
CCN(CC(=O)Nc1ccc(OC)cc1)C(=O)c1ccc(NS(=O)(=O)c2ccc(C(C)=O)cc2)cc1	10	-10	4	10	-1	35	-0.2	-14	10	-4
C(=C\c1ccccc1)/CSc1nnc(-c2ccccn2)n1Cc1ccco1	-9	-13	-3	-31	·	3	-0.4	-3	13	-1
CCCN(CC(=O)Nc1ccc(Cl)cc1Cl)C(=O)/C=C/c1ccco1	-6	-4	2	16	21	-2	-0.6	-4	4	0
CC[C@@]1(C(=O)OC)N[C@H](CN(C)C(=O)NC(C)C)[C@@H]2C(=O)N(Cc3ccccc3)C(=O)[C@@H]21	-12	2	-4	-1	-1	3	-2.9	-1	-2	0
C#CCOCCOCCOCCNc1nc(N2CCN(C(=O)[C@H]([C@@H](C)O)n3cc(CCCCN)nn3)CC2)nc(N2CCN(C(=O)[C@H](CCCCN)n3cc(CC(C)O)nn3)CC2)n1 (stereo not given in full)	0	16	2	-4	-2	13	-0.8	10	-16	10
COc1ccc(N2CCN(C(=O)CSc3nnc(-c4cc5ccccc5cc4O)n3C)CC2)cc1	-18	-29	-3	-11	·	-5	1.9	-5	29	-3
Cc1ccc(OCC(=O)NC2CC(C)(C)NC(C)(C)C2)c(C)c1	-15	2	1	2	-1	5	-2.2	-1	-2	0
COc1ccccc1NC(=O)c1ccc(NC(=O)COC(=O)C2CC2C)cc1 (stereo not given)	3	-62	0	-3	·	-5	0.6	-8	62	-8
COc1ccc(-c2csc(COC(=O)C(C)(C)C)n2)cc1	-16	12	4	41	11	-8	0.9	-3	-12	2
COc1ccc(S(=O)(=O)N2CCOCC2)cc1NC(=O)c1cccc2c(=O)c(C)c(-c3ccccc3)oc12	-12	-5	3	-12	-10	-24	0.7	45*	5	-7
CC1CC(C)CN(S(=O)(=O)N2CCCC(C(=O)NC3CCCCC3)C2)C1 (stereo not given)	-8	9	2	-4	-1	-1	·	-8	-9	18
O=C(COC(=O)c1cc(NS(=O)(=O)c2cccs2)ccc1O)Nc1ccc(F)c(F)c1F	-14	-26	4	-13	13	1	0.4	22*	26	9
O=S(=O)(c1ccc(F)cc1)N1CCN(CC2CC3C=CC2C3)CC1 (stereo not given)	-8	17	5	12	1	-8	0.5	0	-17	-7
C=CCOc1ccccc1CN1CCC(Cc2ccccc2)CC1	-7	-9	4	4	-1	4	-0.1	-7	9	-2
O=C(CN(C(=O)c1csnn1)c1ccc(F)c(Cl)c1)NCc1ccc2c(c1)OCO2	-14	16	-2	4	-3	-1	-11	12	-16	-2
NS(=O)(=O)c1cccc(NC(=S)NCc2ccc3c(c2)OCO3)c1	11	18	2	13	-3	12	1.7	2	-18	1
Cc1ccc(OCc2ccc(C(=O)Nc3cc(C)on3)o2)c([N+](=O)[O-])c1	-10	·	1	-8	-2	-7	2.5	-5	34	0

The list goes on; it opens with the six that closed the last part.
SMILES	PvdQ acylase	SR-BI DiI-HDL act	HTR5A ag ctr	MITF act	Wnt act	Rtt109 Vps75	CDK5 p35 inh	dFosB act	SR-BI HDL uptake	RTF Ca sens act
O=C(COC(=O)c1cc(NS(=O)(=O)c2cccs2)ccc1O)Nc1ccc(F)c(F)c1F	-14	-26	4	-13	13	1	0.4	22*	26	9
O=S(=O)(c1ccc(F)cc1)N1CCN(CC2CC3C=CC2C3)CC1 (stereo not given)	-8	17	5	12	1	-8	0.5	0	-17	-7
C=CCOc1ccccc1CN1CCC(Cc2ccccc2)CC1	-7	-9	4	4	-1	4	-0.1	-7	9	-2
O=C(CN(C(=O)c1csnn1)c1ccc(F)c(Cl)c1)NCc1ccc2c(c1)OCO2	-14	16	-2	4	-3	-1	-11	12	-16	-2
NS(=O)(=O)c1cccc(NC(=S)NCc2ccc3c(c2)OCO3)c1	11	18	2	13	-3	12	1.7	2	-18	1
Cc1ccc(OCc2ccc(C(=O)Nc3cc(C)on3)o2)c([N+](=O)[O-])c1	-10	·	1	-8	-2	-7	2.5	-5	34	0
CCc1ccccc1NC(=O)CCC(=O)c1cccs1	2	0	0	-13	-3	-1	3.0	-4	0	0
CCOc1ccc(OCCC(=O)N2CCc3cc(OC)c(OC)cc3C2)cc1	-18	-4	3	-1	2	1	0.6	-5	4	2
Cc1c(C=NCCOCc2ccccc2)cnn1C	-14	31	-3	18	·	-4	-0.2	-1	-31	4
CC1(C)CC(O)CC(C)(C)N1CC(O)COCCOc1ccc(Br)cc1 (stereo not given)	3	28	3	-4	-3	-2	1.2	5	-28	-3
COc1ccc(Cn2nnc3ccccc32)cc1	-13	-15	0	15	3	-1	1.7	2	15	16
CC(C)(C)NC(=S)NCc1ccncc1	-11	14	5	-10	8	-1	-1.9	4	-14	1
OC1CCCN(Cc2ccc3ccc4cccc5ccc2c3c45)C1 (stereo not given)	7	-3	3	4	·	9	-1.8	68*	3	-2
CC(=O)n1cc(/C=C2/N=C(c3ccccc3)OC2=O)c2ccccc21	-12	-4	2	-1	3	-11	-0.9	0	4	-6
COc1cc(C(=S)N2CCCC2)cc(Cl)c1OCC(=O)Nc1ccc(C)cc1C	-9	-24	1	1	-7	7	0.8	-10	24	2
CC(=NNc1nc2ccccc2s1)c1ccncn1	7	-5	-7	-37	-2	15	1.5	-9	5	-4
CCN(C(N)=S)c1ccccc1	2	-1	-1	·	-2	3	-0.8	-6	1	2
CCOc1cc(/C=N/NC(=O)COc2ccc(Cl)cc2)ccc1OS(=O)(=O)c1ccccc1	-3	-32	10	10	-10	9	1.2	-2	32	-8
Cc1cc(C)nc(NS(=O)(=O)c2ccc(Br)s2)c1	-7	15	1	·	0	-10	-0.8	1	-13	2
COc1cccc(C(=O)CSc2nnnn2C)c1	-4	5	2	·	-5	-4	0.6	1	-5	7
COc1ccccc1C1CC(c2ccc(NS(C)(=O)=O)cc2)=NN1C(=O)c1ccccc1 (stereo not given)	-7	22	2	-6	-4	4	-2.0	-2	-22	-5
N#CC1=C(SCc2ccccc2)NC(=O)CC1c1ccccc1 (stereo not given)	0	-1	-1	7	1	13	2.4	-3	1	0
COc1ccccc1/C=C/C=c1\sc2nc(=O)c(Cc3ccccc3)nn2c1=O	5	10	-1	8	-3	-2	-2.7	-8	-10	-12
Cc1ccc(NC(=O)COCC(=O)Nc2ccc(C)cc2)cc1	-8	-16	1	-12	13	-1	1.6	-1	16	-3
CCCCN(CC)C(=O)c1oc2ccc(S(=O)(=O)N3CCCC3)cc2c1C	-13	-40	2	-6	-2	-8	0.5	-6	40	-2
COC(=O)C1=C(C)N(CCCC(=O)O)C(=O)NC1c1ccc([N+](=O)[O-])cc1 (stereo not given)	-17	18	-3	2	-3	0	-0.5	2	-18	1

Random excerpt: four records from the list.
SMILES	PvdQ acylase	SR-BI DiI-HDL act	HTR5A ag ctr	MITF act	Wnt act	Rtt109 Vps75	CDK5 p35 inh	dFosB act	SR-BI HDL uptake	RTF Ca sens act
NS(=O)(=O)c1cccc(NC(=S)NCc2ccc3c(c2)OCO3)c1	11	18	2	13	-3	12	1.7	2	-18	1
COc1ccc(S(=O)(=O)N2CCOCC2)cc1NC(=O)c1cccc2c(=O)c(C)c(-c3ccccc3)oc12	-12	-5	3	-12	-10	-24	0.7	45*	5	-7
CCOc1ccccc1N(CC(=O)NC1CCCCC1)S(=O)(=O)c1ccc(C)cc1	-2	·	0	-7	-3	-1	-0.8	-20	·	1
COC(=O)C1=C(C)N(CCCC(=O)O)C(=O)NC1c1ccc([N+](=O)[O-])cc1 (stereo not given)	-17	18	-3	2	-3	0	-0.5	2	-18	1

From PubChem
